# Vif inh: HIV Vif inhibition | 0.35% of 340,000 active | HEK293T cells, Vif self-association by quenched fluorescence, imaging, 24 h | inhibition, % at 7.49 µM; in the data active = inhibition above about 50%, passing the limit was not always enough; inconclusive = no clear call, values can overlap the other calls; inactive = below about 31%; note: some results filed as inactive read as strong as hits
# NR2E3 ag-1: agonists of human NR2E3 nuclear receptor; Q9Y5X4; CHO-S Gal4-NCOR/VP16-NR2E3 two-hybrid, luciferase; inhibition of corepressor binding, % at 3.98 µM; 0.35% of 360,000 active; AID 602229;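 active = inhibition above the mean of all tested compounds plus 3 SD, cut at about 70% in these data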;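 note: 0% = DMSO with NR2E3 transfected cells and 100% = cells lacking NR2E3 construct; higher means lower luciferase signal from less NR2E3 corepressor binding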
# Target sequence (Q9Y5X4 whole entry, looked up, the tested form may be a part): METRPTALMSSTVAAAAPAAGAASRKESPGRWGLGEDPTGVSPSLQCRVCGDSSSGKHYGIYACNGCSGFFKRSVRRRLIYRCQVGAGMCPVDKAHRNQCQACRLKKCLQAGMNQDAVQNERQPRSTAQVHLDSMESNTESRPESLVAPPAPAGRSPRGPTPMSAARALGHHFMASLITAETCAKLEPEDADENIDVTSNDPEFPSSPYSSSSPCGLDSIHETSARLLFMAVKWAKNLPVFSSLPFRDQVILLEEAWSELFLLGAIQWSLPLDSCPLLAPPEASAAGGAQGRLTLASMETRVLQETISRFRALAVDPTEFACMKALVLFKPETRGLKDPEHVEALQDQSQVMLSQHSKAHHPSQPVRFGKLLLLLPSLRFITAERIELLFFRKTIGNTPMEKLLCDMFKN
# HIF-2a inh: inhibitors of HIF-2a. 0.72% of 360,000 active. 786-0 RCC cells HIF-2a reporter, luciferase luminescence, overnight. inhibition, % at 18.8 µM;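 active = inhibition of the luminescence signal of 40% or more relative to plate controls, in a single-dose primary screen at 18.75 µM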
# TRPM1 prom inh: inhibitors of MITF-driven TRPM1 promoter in melanoma cells; AID 488899; SK-MEL-5 TRPM1 promoter luciferase, 24 h; 0.83% of 330,000 active; inhibition, % at 12.5 µM;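 active = mean inhibition across replicates of 60% or more, whatever share of single replicates reaches that level; inconclusive = some that reach 60%, reason not given; inactive = mean inhibition across replicates below 60%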; note: values of inactives mirror those of a sister screen read the other way
# PDI inh: blocks human protein disulfide isomerase activity; PDI insulin aggregation turbidity, A650, 90 min; inhibition, % at 10 µM; 0.052% of 350,000 active;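 active = mean inhibition across replicates of 30% or more, whatever share of single replicates reach that level; inconclusive = mean inhibition below 30% while every single replicate reaches 30%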;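 note: absorbance from insulin aggregation driven by PDI reduction with DTT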
# Target sequence (P07237 whole entry, looked up): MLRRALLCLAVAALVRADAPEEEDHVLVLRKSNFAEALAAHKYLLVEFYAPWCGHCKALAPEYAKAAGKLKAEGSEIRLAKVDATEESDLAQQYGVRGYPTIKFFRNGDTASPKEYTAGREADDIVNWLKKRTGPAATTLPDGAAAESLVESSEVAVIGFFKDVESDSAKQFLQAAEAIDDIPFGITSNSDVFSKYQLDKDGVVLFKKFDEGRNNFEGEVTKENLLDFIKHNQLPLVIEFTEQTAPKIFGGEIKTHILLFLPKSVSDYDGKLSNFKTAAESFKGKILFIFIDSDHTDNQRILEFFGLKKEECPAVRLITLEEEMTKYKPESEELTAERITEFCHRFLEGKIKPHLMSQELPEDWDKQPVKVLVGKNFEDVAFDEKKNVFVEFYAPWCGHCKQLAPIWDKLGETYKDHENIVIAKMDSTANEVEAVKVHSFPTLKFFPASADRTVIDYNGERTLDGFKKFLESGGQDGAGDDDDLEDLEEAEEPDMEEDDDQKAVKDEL
# CaV13 ICDI inh: Primary screen for inhibitors of IQ motif and Ca2+-dependent inactivation inhibitor domain binding in CACNA1D, Förster resonance energy transfer in living cells, …. HEK cells, CFP/YFP FRET ICDI-IQ, plate reader, 10 min; percent FRET-ratio fall versus neutral wells. inhibition, % at 12.3 µM. AID 743397. 0.098% of 340,000 active;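 active = mean replicate inhibition of at least 30% and at least 1% of replicates passing that level; inconclusive = only one of the two criteria is met; inactive = neither criterion is met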;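 note: 0% = median of the neutral control wells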
# CF NFkB inh: cystic fibrosis NF-kB activation inhibition | inhibition, % at 5 µM | KKLEB NF-kB-GFP reporter, PAF-induced, GFP fluorescence overnight | 0.86% of 360,000 active;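 active = at least 50% inhibition at 5 µM, scaled per plate between neutral and stimulator controls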;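 note: PAF is a Pseudomonas aeruginosa culture filtrate used as stimulus; plate controls were PAF-stimulated DMSO wells for no effect and unstimulated DMSO wells for full effect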
# NR2E3 ag-2: activates human photoreceptor nuclear receptor NR2E3. GST-NR2E3/biotin-RetCOR TR-FRET, 1536-well. inhibition of corepressor binding, % at 4.78 µM. 0.12% of 320,000 active. AID 2300;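 active = percent inhibition above the cutoff of mean plus 3 SD of all tested compounds, set per screening campaign, cut at about 20% in these data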;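 note: 0% = DMSO wells and 100% = biotin wells as full block of FRET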
#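 Format: 1536-well format; test system: GST-NR2E3 and biotin-RetCOR proteins; read-out basis: percent inhibition of TR-FRET ratio; timing: 5 h incubation at 4 °C; detection: time-resolved FRET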
# KKLEB cytotox: counter-screen for CF NF-kB inhibitors: cytotoxicity; KKLEB CF airway cells viability, ATPlite luminescence, overnight; active compounds read low; cells stimulated with P. aeruginosa culture filtrate; activity change (cytotoxicity), % at 5 µM; 0.36% of 360,000 active;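 active = corrected activity change at or below -50% at 5 µM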
# Peg3 promoter: reduces Peg3 promoter-driven luciferase expression in HeLa; HeLa PEG-Prom luciferase reporter, luminescence, overnight; inhibition, % at 20 µM; 1.7% of 360,000 active;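 active = inhibition of at least 50% at 20 µM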
# Shn3 3UTR inh: inhibitors of Schnurri-3 3'UTR reporter in osteoblasts. inhibition, % at 12.5 µM. AID 588674. 0.52% of 360,000 active. Clone20 osteoblast Shn3 3'UTR firefly luciferase, 24 h;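 active = mean inhibition of at least 75% with every replicate also reaching 75%; inconclusive = mean inhibition at least 75% but some replicate below; inactive = mean inhibition below 75%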;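 note: 0% = median of neutral control wells and 100% = pilot-screen positive control compound; some compounds past the cut are filed as inactive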
# Active calls of the source: *; ? = inconclusive; . = no result given.
SMILES	Vif inh	NR2E3 ag-1	HIF-2a inh	TRPM1 prom inh	PDI inh	CaV13 ICDI inh	CF NFkB inh	NR2E3 ag-2	KKLEB cytotox	Peg3 promoter	Shn3 3UTR inh
CCCCn1c(CN2CCN(c3cccc(Cl)c3)CC2)nc2c1c(=O)n(C)c(=O)n2C	0.5	-13.8	7.2	-0.1	-0.1	-5.3	6.4	-0.8	-2.4	9.9	24.6
O=C(CNC(=O)c1ccccc1Cl)OC1CCOC1=O (configuration not stated)	3.0	-6.9	15.0	0.5	7.0	3.1	-10.1	1.9	-6.3	2.4	-1.3
O=c1cc(N2CCOCC2)[nH]c(=O)n1-c1ccc(Cl)cc1	2.1	-19.1	-8.7	.	13.6	-6.0	1.4	1.8	-6.1	0.5	-20.5
O=C(Nc1ccc(F)cc1)c1ccc2snnc2c1	-11.0	-41.5	-111.9	-15.3	13.3	-6.9	-8.3	-2.1	2.8	-124.9	-37.8
CC(=O)Nc1ccc(NC(=O)CS(=O)(=O)c2cn(CC(=O)N3CCCCC3)c3ccccc23)cc1	1.0	-0.5	11.7	15.3	6.8	-5.6	9.2	2.6	0.9	5.2	3.4
COc1ccc(C(C)(C)C)cc1NC(=O)c1[nH]c(C)c(C(C)=O)c1C	5.3	0.4	-8.4	6.2	-6.7	-2.9	-132.5	-1.3	-16.6	-0.7	3.3
COc1ccc(-c2noc3c2-c2nc(C(C)C)sc2CC3)cc1	-6.8	-15.7	12.3	5.3	-2.3	-5.8	-11.1	-2.4	7.2	3.7	18.1
NC(=S)Nc1cccc2[nH]ncc12	2.1	-37.2	19.8	-11.6	-3.1	1.1	1.1	1.6	10.1	-7.0	-15.3
CCOc1ccc(N(CC(=O)NC(C)(C)C)C(=O)CCC(=O)Nc2nccs2)cc1	10.1	16.0	10.5	7.0	-4.8	-19.9	1.2	2.5	9.2	11.4	-73.0
Cc1nnc(NC(=O)c2cccc(S(=O)(=O)N3CCCC3)c2)s1	-4.7	-19.4	9.0	9.6	3.1	-2.6	7.1	-2.0	-2.6	13.2	-12.3
CC1CCCC(C)N1C(=O)COC(=O)C12CC3CC(CC(Cl)(C3)C1)C2 (configuration not stated)	3.7	-9.2	7.1	-1.5	5.2	0.2	3.0	3.3	11.1	6.5	-1.5
COc1ccccc1S(=O)(=O)N(C)C[C@H]1OCc2cnnn2CCCC(=O)N([C@@H](C)CO)C[C@H]1C	-19.8	-17.5	0.7	.	24.5	-4.2	15.0	.	-8.7	2.5	10.3
CC(Nc1cc(N2CCN(S(C)(=O)=O)CC2)ccc1[N+](=O)[O-])c1ccccc1 (configuration not stated)	-3.7	13.6	25.9	-3.8	14.1	-12.6	11.9	0.6	-3.0	36.0	18.6
CCC(=O)Nc1ccccc1C(=O)C(=O)Nc1ccccc1	-5.7	-31.5	-138.5	9.2	-1.1	3.9	-15.8	-0.8	-2.8	-77.3	-26.2
Cc1cc(SCC(=O)Nc2ccc(O)cc2)n2ncc(-c3ccccc3)c2n1	10.5	-24.2	-40.1	1.8	1.0	-6.8	-9.5	2.4	-1.9	-15.7	9.8
O=C(c1ccc(=O)[nH]c1)N(Cc1ccco1)C1(C(=O)NC2CCCCC2)CCCCC1	10.4	0.3	12.7	-1.2	5.8	-4.7	-0.9	1.8	-13.6	10.1	-19.1
COc1ccc(C(=O)CCN2CCN(c3ccc(OC)cc3)CC2)cc1	.	-44.1	17.9	-14.9	-0.4	-19.6	0.2	2.8	3.9	-6.0	4.6
Oc1ccc(Cl)cc1N=Cc1sc2ccccc2c1Cl	-2.4	47.4	-14.1	28.2	9.2	-9.2	-7.1	3.1	11.1	-10.5	-13.4
NC(=O)C1CCN(C(=O)CSc2nc3c(c(-c4ccccc4)n2)CCCC3)CC1	-9.3	-5.2	14.2	-2.2	-1.2	-0.3	2.9	0.9	2.5	6.1	15.5
CCOc1cnc(C(=O)NNC(=O)C(Br)C(C)C)o1 (configuration not stated)	-5.0	4.4	5.9	0.3	-0.6	-6.7	6.5	1.5	8.8	15.1	-3.3

# Sorted by the number under Shn3 3UTR inh (largest number first): three from the list above
canonical_smiles,Shn3 3UTR inh
CC(Nc1cc(N2CCN(S(C)(=O)=O)CC2)ccc1[N+](=O)[O-])c1ccccc1 (configuration not stated),18.6
NC(=O)C1CCN(C(=O)CSc2nc3c(c(-c4ccccc4)n2)CCCC3)CC1,15.5
COc1ccc(C(=O)CCN2CCN(c3ccc(OC)cc3)CC2)cc1,4.6

# Going on with the list:
SMILES	Vif inh	NR2E3 ag-1	HIF-2a inh	TRPM1 prom inh	PDI inh	CaV13 ICDI inh	CF NFkB inh	NR2E3 ag-2	KKLEB cytotox	Peg3 promoter	Shn3 3UTR inh
O=C(CSc1nnc2ccc(-c3ccncc3)nn12)c1cccs1	-10.1	-24.1	0.4	3.4	8.9	-6.4	-10.5	6.9	5.3	-10.4	-18.9
COc1ccc(-c2ccc(C(=O)Nc3cc(OC)c(OC)c(OC)c3)c3occc23)c(C)c1	-13.1	8.5	-41.6	.	-5.0	-8.9	6.8	.	-7.9	30.1	23.9
O=C(COc1cccc(NC(=O)c2ccccc2)c1)c1ccc(F)cc1	.	-30.3	-39.4	0.1	-2.1	-4.6	-3.0	-0.5	-1.8	-9.5	-12.3
Cc1ccc(NC(=S)NCCc2ccc(S(N)(=O)=O)cc2)c(C)c1	?	11.6	20.0	3.4	-1.0	-4.0	6.2	3.0	-4.2	8.5	-9.0
C=CCN(Cc1nc(-c2ccc(OC)c(OC)c2)oc1C)C1CCS(=O)(=O)C1 (configuration not stated)	23.9	-2.5	7.4	0.9	4.7	-4.1	-6.6	2.1	5.5	-2.8	-4.8
COc1ccc(OC)c(N(CC(=O)N2CCCCC2)S(=O)(=O)c2ccc(OC)c(OC)c2)c1	-4.7	-13.4	17.6	-6.7	-12.3	-1.3	2.1	0.4	-6.5	6.1	-2.6
CCOC(=O)c1cc2c(c(CCO)n1)[C@H](CCO)N(S(=O)(=O)C(C)(C)C)C2	.	-8.3	-1.1	-14.4	-1.1	-3.4	-5.2	.	9.4	1.4	-13.5
CC(=O)Nc1ccc(OCC(=O)NCc2ccccc2)cc1	-1.6	-10.3	7.4	-14.5	11.2	5.7	-15.9	4.6	12.0	8.2	-4.3
[O-]/C(=C(\C(=S)Nc1ccc(SC(F)F)cc1)[n+]1ccccc1)c1cc(Cl)ccc1Cl	-9.6	-44.8	-15.6	13.0	-1.1	-9.3	5.4	4.4	0.1	3.3	12.6
Cc1cc(C)n(C(=O)CCCCCCCC(=O)n2nc(C)cc2C)n1	.	9.9	2.1	15.0	-7.2	.	3.3	-6.7	2.4	1.0	-10.3
Cc1ccc(-c2csc(N3CCN(S(=O)(=O)c4ccc5c(c4)NC(=O)CO5)CC3)n2)cc1	6.6	-6.4	-13.5	5.6	5.5	-2.8	-12.6	-1.8	11.2	-14.8	15.8
CC(=O)NCCc1nc2cc(NC(=O)Nc3ccccc3)ccc2n1C	-9.3	-14.0	-75.6	-37.6	2.6	-3.4	13.2	-3.3	2.3	-43.2	-2.1
CCCc1cc(=O)[nH]c(SCC(=O)N2N=C(c3ccc(Cl)cc3)CC2c2ccco2)n1 (configuration not stated)	1.9	9.5	40.3*	-2.1	-12.8	-4.9	-1.9	1.6	1.0	13.0	-2.2
CC(=O)C(Sc1nnnn1-c1ccc(O)cc1)c1ccccc1 (configuration not stated)	36.0	18.1	21.8	6.5	20.9	-4.6	3.5	1.4	0.7	24.0	0.7
N#CC1=C(N)OC2=C(C(=O)CC(c3ccccc3)C2)C1c1ccoc1 (configuration not stated)	3.2	-9.9	13.8	9.8	0.0	-5.3	5.5	-0.1	6.3	7.4	1.8
CN(Cc1cccs1)S(=O)(=O)c1cccs1	-11.1	-2.9	12.8	5.7	-1.2	-6.6	5.2	-1.4	10.6	4.2	-3.3
CC(=O)n1cc([C@H]2C=C(C(=O)N3CCOCC3)O[C@@H](OCc3ccc(CO)cc3)C2)c2ccccc21	3.3	-20.4	12.5	0.9	-5.3	-10.1	9.4	-0.1	3.9	12.7	-7.0
Cc1ccc(CN2C(=O)CCC2(C)C(=O)NCc2cccnc2)cc1 (configuration not stated)	-6.0	13.5	7.6	5.8	5.6	-4.6	11.9	-0.9	-5.5	7.0	10.8
COc1ccc(-c2cc(-c3ccccc3)c(C#N)c(=S)[nH]2)cc1	-9.7	-12.8	8.6	8.3	-2.3	-3.9	-10.7	0.1	3.2	6.4	.
Cn1c(SCC(=O)Nc2nccs2)nnc1-c1ccccn1	-2.9	-31.5	4.7	1.6	10.2	-5.2	-25.5	4.4	2.6	5.5	8.5
Cc1cc(C(=O)CSc2n[nH]c(N)n2)c(C)n1-c1ccc2c(c1)OCO2	3.0	-31.9	-68.5	-11.1	-5.8	-18.6	5.5	1.7	-1.1	-76.7	15.5
C[C@H]1CCC[C@]2(CC(=O)c3cc(F)ccc3O2)C1	-3.6	7.4	-1.2	-19.7	3.0	-5.5	8.3	3.2	11.7	1.6	-10.9
O=C1NC2=C(C(=O)CCC2)C(c2ccc([N+](=O)[O-])cc2)N1 (configuration not stated)	-35.4	-10.7	2.8	-6.7	-0.3	-3.6	-5.7	2.9	4.7	2.6	6.4
CCC(C(=O)N1CCN(C(=O)c2ccco2)CC1)c1ccccc1 (configuration not stated)	2.7	-8.0	12.8	2.5	19.9	-4.7	7.5	2.6	-16.5	6.4	3.4
Cc1cnc(C(=O)OCC(=O)c2ccc(C)s2)cn1	2.7	11.2	1.4	3.7	-0.1	-2.1	34.5	0.4	-19.3	-8.3	-7.5
CC(C)=CCc1cc([C@@H]2COc3c(ccc4c3C=CC(C)(C)O4)C2)c(O)cc1O	-55.3	27.1	-3.7	29.6	.	.	-8.2	-2.0	-6.2	83.8*	92.0*
COc1ccc(C)cc1NC(=O)CSc1nnc(-c2ccco2)n1Cc1ccco1	-8.9	5.8	-22.9	2.2	-4.8	-5.6	-11.4	-1.8	10.1	14.9	5.1
COC(=O)c1ccccc1NC(=O)c1cc(-c2ccco2)on1	-8.2	-26.9	4.2	8.1	2.9	-3.1	-13.1	-5.5	0.0	9.6	-19.5
CC(C)(C)C(=O)C1=C(O)C(=O)N(Cc2ccccc2)C1c1ccccc1Cl (configuration not stated)	-0.8	-23.3	6.0	5.7	16.1	-2.3	17.6	19.4	0.3	13.5	-8.5
Cn1cc(CN2CCCC(CO)C2)c(-c2ccc(Oc3ccccc3)cc2)n1 (configuration not stated)	-13.1	-0.1	10.6	13.1	0.2	-5.2	-9.6	-0.4	6.0	12.6	6.1
O=C(Nc1ccc(C(=O)NCCCN2CCN(c3ccc(F)cc3)CC2)cc1)C1=CSCCO1	-2.3	13.7	11.7	3.6	-11.7	-15.8	-11.8	-1.7	13.0	-10.3	26.8

# Screening results: PubChem BioAssay, several laboratories
